mABHD4 FP = inhibits mouse alpha/beta hydrolase domain 4 | Q8VD66 | AID 720543 | inhibition, % at 8.92 µM | 370,000 tested, 0.54% active | purified mABHD4, FP-Rh probe fluorescence polarization;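 active means inhibition exceeding the mean over every tested compound plus 3 SD, cut at about 30% in these data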;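 further: 0% = plate median of compound wells and 100% = S159A mutant with DMSO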
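Test system: mABHD4 protein; Read-out basis: % inhibition; Incubation: 45 min + 60 min at 25 °C; Repeats: single replicate; Technique: fluorescence polarization with parallel and perpendicular emission, 525/598 nm; Compound: 8.92 µM, single dose; Benchmarks: full inhibition S159A mutant plus DMSO, zero as sample-well median.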
TCR-CD3 inh = human TCR-CD3 binding inhibition; inhibition, % at 9.4 µM; 360,000 tested, 0.37% active; TAMRA-labeled TCR probe fluorescence, biochemical; in the data active means inhibition above about 19%;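 further: recombinant mutant TCR 2C K166C tagged with TAMRA read by polarization; 0% = receptor in buffer alone and 100% = receptor with positive control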
UHRF1 MBD2 ctr = blocks human UHRF1 binding to methylated DNA; Q96T88; inhibition, % at 4.4 µM; 370,000 tested, 0.75% active; UHRF1 binding to methylated oligo, TR-FRET; in the data active means inhibition above about 21%;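 further: UHRF1 SRA domain binding a hemimethylated CpG hairpin DNA probe; 0% = median of test compound wells and 100% = reference inhibitor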
SIAE inh = blocks human sialic acid acetylesterase; SIAE FP-Rh probe binding, fluorescence polarization; 370,000 tested, 0.69% active; inhibition, % at 9.66 µM; Q9HAT2;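 active means inhibition above a cutoff: mean of compounds within the control limits plus 3 SD of those, cut at about 17% in these data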;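 further: 0% = plate median of compound wells and 100% = probe without SIAE protein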
Target sequence (Q9HAT2 whole entry, looked up): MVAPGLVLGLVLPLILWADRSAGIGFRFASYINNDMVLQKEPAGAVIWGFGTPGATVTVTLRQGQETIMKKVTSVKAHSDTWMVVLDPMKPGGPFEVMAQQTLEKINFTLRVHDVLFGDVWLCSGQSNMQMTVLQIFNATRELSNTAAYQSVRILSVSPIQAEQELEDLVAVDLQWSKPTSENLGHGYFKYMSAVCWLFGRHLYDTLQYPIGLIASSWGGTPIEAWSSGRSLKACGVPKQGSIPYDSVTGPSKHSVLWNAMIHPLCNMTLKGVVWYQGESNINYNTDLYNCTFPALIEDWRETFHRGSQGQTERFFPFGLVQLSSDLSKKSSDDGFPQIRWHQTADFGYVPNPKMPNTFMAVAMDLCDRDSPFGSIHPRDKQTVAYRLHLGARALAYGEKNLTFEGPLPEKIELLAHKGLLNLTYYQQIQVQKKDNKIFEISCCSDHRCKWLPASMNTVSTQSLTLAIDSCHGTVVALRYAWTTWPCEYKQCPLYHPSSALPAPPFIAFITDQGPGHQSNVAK
DDE Tn7 FP inh = inhibitors of Tn7 peptide binding to human fibrin DD(E). P02675. FP displacement of FITC-Tn7 peptide from fibrin DD(E); 0% = median of compound wells per plate. inhibition, % at 8.3 µM. 370,000 tested, 0.13% active;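 active means inhibition above the mean of compounds falling within the control limits plus 3 SD of them, cut at about 14% in these data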;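 further: 0% = plate median of compound wells and 100% = 10 µM Aha-Tn7 peptide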
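Assay system: Human fibrin DD(E) protein | Medium: Tris buffer with calcium and detergent, pH 7.8 | Reagent: 0.1 µM fluorescent Tn7 | Compound dosing: Single point at 8.3 µM | Times: 10 min preincubation, 3 h with tracer, room temperature | Detection: Fluorescence polarization of the labelled Tn7 tracer | Controls: Aha-Tn7 high control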
HTRA1 inhibitor = inhibitors of human serine peptidase HTRA1; Q92743; recombinant HTRA1, FP-rhodamine activity-based probe, fluorescence polarization; inhibition, % at 5.96 µM; 340,000 tested, 0.5% active; AID 504803; in the data active means inhibition above about 36%;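 further: 0% = enzyme with DMSO and 100% = wells lacking enzyme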
PG9 binder = small molecules binding HIV-1 gp120 antibody PG9 | TR-FRET gp120-PG9 antibody binding | inhibition, % at 6.7 µM | 360,000 tested, 0.43% active | AID 624416; in the data active means inhibition above about 8.5%
LEDGF integ inh = blocks HIV-1 LEDGF/p75-dependent DNA integration. TR-FRET IN-LEDGF/p75 DNA integration, Eu/Cy5. inhibition, % at 3.7 µM. 370,000 tested, 0.64% active. AID 743269;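 active means inhibition above the screen-wide mean plus 3 SD, cut at about 13% in these data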;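 further: signal is the Cy5 over europium emission ratio at 671 and 618 nm; 0% = plate median of compound wells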
TDP2 inh = blocks human TDP2 phosphodiesterase activity; recombinant TDP2, T5PNP hydrolysis, p-nitrophenol absorbance 415 nm; inhibition, % at 12.8 µM; AID 720702; O95551; 370,000 tested, 0.34% active;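 active means inhibition above the mean of all tested compounds plus 3 SD, set per campaign, cut at about 25% in these data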;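 further: 0% = DMSO with enzyme and 100% = buffer with substrate but no TDP2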
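Test system: human TDP2 enzyme; Input: 120 nM TDP2 per well; Buffer or medium: Mg2+-containing Tris-HCl buffer, pH 7.5; Reagent: 5 mM T5PNP; Dosing: 12.8 µM single point, 1% DMSO; Incubation: reaction 2 h, 37 °C; Detection: p-Nitrophenol epi absorbance; Read-out: % inhibition relative to enzyme-containing and enzyme-free wells; Replicates: single well per compound.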
PRMT1 FP inh = inhibitors of human PRMT1; recombinant PRMT1, activity-based probe fluorescence polarization; 370,000 tested, 1.3% active; Q99873; inhibition, % at 2.79 µM;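 active means inhibition above about 21% made by adding two undisclosed values, limit read from the data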
Target sequence (Q99873 whole entry, looked up): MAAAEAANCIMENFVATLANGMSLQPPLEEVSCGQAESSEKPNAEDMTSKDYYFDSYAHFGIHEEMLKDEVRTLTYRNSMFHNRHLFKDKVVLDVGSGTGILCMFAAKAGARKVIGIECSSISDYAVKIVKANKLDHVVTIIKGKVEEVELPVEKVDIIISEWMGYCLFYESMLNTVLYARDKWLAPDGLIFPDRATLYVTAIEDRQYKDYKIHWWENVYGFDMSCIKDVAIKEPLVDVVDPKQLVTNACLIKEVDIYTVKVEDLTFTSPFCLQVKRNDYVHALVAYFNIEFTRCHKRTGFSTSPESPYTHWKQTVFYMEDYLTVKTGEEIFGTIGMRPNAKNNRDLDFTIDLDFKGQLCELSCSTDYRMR
* hit, by the source's call.

`CCC(C)[C@H]1CNCCN1CCC12CC3CC(CC(C3)C1)C2` (some centres undefined) gave mABHD4 FP 0, TCR-CD3 inh 0, UHRF1 MBD2 ctr 1, SIAE inh 0, DDE Tn7 FP inh -4, HTRA1 inhibitor -4, PG9 binder 1.9, LEDGF integ inh 0, TDP2 inh 1 and PRMT1 FP inh -2.
COc1cc(/C=N/S(=O)(=O)CCc2ccccc2)cc(OC)c1O was read as mABHD4 FP 3, TCR-CD3 inh 5, UHRF1 MBD2 ctr 3, SIAE inh -1, DDE Tn7 FP inh -2, HTRA1 inhibitor 1, PG9 binder -1.5, LEDGF integ inh 0, TDP2 inh 2 and PRMT1 FP inh 0.
`CSCC(=O)NC1CCCc2c1cnn2-c1cc(F)cc(F)c1` (centres undefined) gave mABHD4 FP -5, TCR-CD3 inh -4, UHRF1 MBD2 ctr 4, SIAE inh 4, DDE Tn7 FP inh 5, HTRA1 inhibitor -6, PG9 binder -1.5, LEDGF integ inh 4, TDP2 inh -23 and PRMT1 FP inh -7.
CC(C)(C)n1nc2c(c1NC(=O)c1cccc(Cl)c1)CS(=O)(=O)C2 was read as mABHD4 FP -2, TCR-CD3 inh -10, UHRF1 MBD2 ctr 5, SIAE inh 0, DDE Tn7 FP inh 6, HTRA1 inhibitor 1, PG9 binder 1.3, LEDGF integ inh -4, TDP2 inh -11 and PRMT1 FP inh 2.
Screening CCCC(=O)Nc1c(-c2ccc(C)cc2)c(=O)c2ccccc2n1C returned mABHD4 FP -6, TCR-CD3 inh 2, UHRF1 MBD2 ctr 5, SIAE inh -10, DDE Tn7 FP inh -2, HTRA1 inhibitor -2, PG9 binder -1.4, LEDGF integ inh 1, TDP2 inh -15 and PRMT1 FP inh 8.
`O=S(=O)(c1ccc(Br)cc1)N1CCCN(Cc2cccc(F)c2)CC1` gave mABHD4 FP -2, TCR-CD3 inh -2, UHRF1 MBD2 ctr 62*, SIAE inh 3, DDE Tn7 FP inh 2, HTRA1 inhibitor -18, PG9 binder 0.6, LEDGF integ inh 0, TDP2 inh -2 and PRMT1 FP inh 1.
Screening CCOC(=O)N1CCC(NC(=O)c2cc(C(=O)Nc3cccc(C(F)(F)F)c3)ccc2CO)CC1 returned mABHD4 FP 5, TCR-CD3 inh 4, UHRF1 MBD2 ctr -3, SIAE inh -9, DDE Tn7 FP inh 5, HTRA1 inhibitor -3, PG9 binder -1.5, LEDGF integ inh -4, TDP2 inh 1 and PRMT1 FP inh 2.
`COc1ccc(C(=O)NNS(=O)(=O)c2ccc(C)cc2)cc1` gave mABHD4 FP 4, TCR-CD3 inh -3, UHRF1 MBD2 ctr 1, SIAE inh -3, DDE Tn7 FP inh 5, HTRA1 inhibitor 1, PG9 binder -2.9, LEDGF integ inh -3, TDP2 inh -3 and PRMT1 FP inh -2.
For Cc1ccc(/C(O)=C2/C(=O)C(=O)N(c3ccccn3)C2c2cccc([N+](=O)[O-])c2)cc1 (centres undefined) the results were mABHD4 FP -3, TCR-CD3 inh -3, UHRF1 MBD2 ctr 5, SIAE inh 1, DDE Tn7 FP inh -8, HTRA1 inhibitor -2, PG9 binder 1.4, LEDGF integ inh -2, TDP2 inh -4 and PRMT1 FP inh 2.
CC(NCC(c1ccco1)N1CCCCC1)C(=O)NC1CCCC1 (centres undefined) was read as mABHD4 FP -3, TCR-CD3 inh -7, UHRF1 MBD2 ctr 0, SIAE inh -4, DDE Tn7 FP inh 2, HTRA1 inhibitor 1, PG9 binder 0.4, LEDGF integ inh 0, TDP2 inh 1 and PRMT1 FP inh 3.
C=CCC1(CC=C)CCCN1Cc1nc(COc2ccccc2)no1 was read as mABHD4 FP -14, TCR-CD3 inh -3, UHRF1 MBD2 ctr 7, SIAE inh -7, DDE Tn7 FP inh -5, HTRA1 inhibitor -8, PG9 binder 1.8, LEDGF integ inh -1, TDP2 inh -14 and PRMT1 FP inh 8.
For Cc1nn(C)c(C)c1CNC(=O)Nc1ccc2c(c1)OCO2 the results were mABHD4 FP -1, TCR-CD3 inh 0, UHRF1 MBD2 ctr 5, SIAE inh -1, DDE Tn7 FP inh -5, HTRA1 inhibitor 1, PG9 binder -1.0, LEDGF integ inh -7, TDP2 inh -9 and PRMT1 FP inh 3.
COc1ccc2nc(CC(C)(C)CC(=O)O)c[n+]([O-])c2c1 was read as mABHD4 FP 0, TCR-CD3 inh -1, UHRF1 MBD2 ctr -1, SIAE inh 1, DDE Tn7 FP inh -1, HTRA1 inhibitor 4, PG9 binder 0.6, LEDGF integ inh 1, TDP2 inh 3 and PRMT1 FP inh -2.
Screening O=C(c1ccc(Cl)c(F)c1F)N1CCCC1 returned mABHD4 FP -4, TCR-CD3 inh -2, UHRF1 MBD2 ctr -1, SIAE inh 1, DDE Tn7 FP inh -3, HTRA1 inhibitor 1, PG9 binder -0.3, LEDGF integ inh -1, TDP2 inh -7 and PRMT1 FP inh 0.
Screening CC(c1ccccc1)N1CC[C@H]2C=CC[C@@H](C(=O)Nc3ccc(F)c(F)c3)[C@H]2C1=O (some centres undefined) returned mABHD4 FP -4, UHRF1 MBD2 ctr -1, SIAE inh 10, DDE Tn7 FP inh 10, LEDGF integ inh -1, TDP2 inh -1 and PRMT1 FP inh -2.
`O=C(O)CCCNC(=O)CC1S/C(=N/N=C/c2ccccc2O)NC1=O` (centres undefined) gave mABHD4 FP 1, TCR-CD3 inh 3, UHRF1 MBD2 ctr -6, SIAE inh 2, DDE Tn7 FP inh 1, HTRA1 inhibitor 4, PG9 binder -1.4, LEDGF integ inh 1, TDP2 inh 4 and PRMT1 FP inh -4.
Screening CC1CCCC(C)N1C(=O)C1CC(c2ccc(F)cc2)=NO1 (centres undefined) returned mABHD4 FP -3, TCR-CD3 inh 5, UHRF1 MBD2 ctr 14, SIAE inh 3, DDE Tn7 FP inh -5, HTRA1 inhibitor -1, PG9 binder 0.0, LEDGF integ inh -3, TDP2 inh 1 and PRMT1 FP inh 3.
For O=C(NC1CC1)c1cccc(-c2cncc3nccn23)c1 the results were mABHD4 FP 2, TCR-CD3 inh -2, UHRF1 MBD2 ctr -3, SIAE inh -1, DDE Tn7 FP inh -1, PG9 binder 1.4, LEDGF integ inh 0, TDP2 inh 11 and PRMT1 FP inh -2.
CCC(C)NC(=O)Cc1c(C)c2cc3c(cc2oc1=O)OC(C)(C)CC3 (centres undefined) was read as mABHD4 FP 1, TCR-CD3 inh 4, UHRF1 MBD2 ctr 0, SIAE inh 15, DDE Tn7 FP inh 5, HTRA1 inhibitor 4, PG9 binder 1.2, LEDGF integ inh -2, TDP2 inh 7 and PRMT1 FP inh -2.
`COc1cc2c(cc1OC)CN(Cc1cccs1)CC2` gave mABHD4 FP 4, TCR-CD3 inh 4, UHRF1 MBD2 ctr 6, SIAE inh -5, DDE Tn7 FP inh 4, HTRA1 inhibitor 5, PG9 binder -0.4, LEDGF integ inh -3, TDP2 inh 10 and PRMT1 FP inh 0.
Screening COc1ccccc1N1CCN(c2cc(=O)n(-c3ccc(Cl)cc3)c(=O)[nH]2)CC1 returned mABHD4 FP 4, TCR-CD3 inh -5, UHRF1 MBD2 ctr 5, SIAE inh -2, DDE Tn7 FP inh 0, HTRA1 inhibitor 3, PG9 binder 0.2, LEDGF integ inh -1, TDP2 inh -2 and PRMT1 FP inh 3.
Screening O=C(CCNC(=O)c1ccccc1Cl)NCC(c1ccc(F)cc1)N1CCOCC1 (centres undefined) returned mABHD4 FP 7, TCR-CD3 inh -2, UHRF1 MBD2 ctr -2, SIAE inh -5, DDE Tn7 FP inh -10, HTRA1 inhibitor 0, PG9 binder -1.7, LEDGF integ inh 1, TDP2 inh 0 and PRMT1 FP inh -3.
CC(/C=C/c1ccc(C)o1)=C\C(=O)O was read as mABHD4 FP 2, TCR-CD3 inh -1, UHRF1 MBD2 ctr 0, SIAE inh 6, DDE Tn7 FP inh -2, HTRA1 inhibitor -1, PG9 binder -1.1, LEDGF integ inh 5, TDP2 inh 0 and PRMT1 FP inh 30*.
For CCOc1ccc(Nc2nc(NCC(=O)O)nc(N)c2[N+](=O)[O-])cc1 the results were mABHD4 FP 0, TCR-CD3 inh 4, UHRF1 MBD2 ctr -1, SIAE inh -1, DDE Tn7 FP inh -4, HTRA1 inhibitor -4, PG9 binder -0.2, LEDGF integ inh 0, TDP2 inh 22 and PRMT1 FP inh 2.
`Cc1cc(C)c(C(=O)CN2C(=O)C(=O)N(C3CCCC3)C2=O)cc1C` gave mABHD4 FP 1, TCR-CD3 inh 0, UHRF1 MBD2 ctr -1, SIAE inh -1, DDE Tn7 FP inh 1, HTRA1 inhibitor -2, PG9 binder -0.1, LEDGF integ inh -3, TDP2 inh 4 and PRMT1 FP inh 0.
For COc1cccc(Oc2ccc(N)cn2)c1 the results were mABHD4 FP 11, TCR-CD3 inh -2, UHRF1 MBD2 ctr -9, SIAE inh 7, DDE Tn7 FP inh -1, HTRA1 inhibitor 4, PG9 binder -1.6, LEDGF integ inh 2, TDP2 inh -8 and PRMT1 FP inh 3.
For COCc1[nH][nH]c(=O)c1C=Nc1ccc(OC(F)(F)F)cc1 the results were mABHD4 FP -5, TCR-CD3 inh -15, UHRF1 MBD2 ctr -1, SIAE inh 4, DDE Tn7 FP inh -2, HTRA1 inhibitor 4, PG9 binder -2.7, LEDGF integ inh 3, TDP2 inh -9 and PRMT1 FP inh -2.
`COc1ccc(CC2(CO)CCN(C(=O)NCc3ccccc3)CC2)cc1` gave mABHD4 FP 2, TCR-CD3 inh 6, UHRF1 MBD2 ctr 2, SIAE inh 0, DDE Tn7 FP inh 1, HTRA1 inhibitor -4, PG9 binder -0.6, LEDGF integ inh -2, TDP2 inh -4 and PRMT1 FP inh -1.
For Cc1onc(-c2c(Cl)cccc2Cl)c1C(=O)N=S(C)(=O)c1ccccc1 (centres undefined) the results were mABHD4 FP -2, TCR-CD3 inh 2, UHRF1 MBD2 ctr 1, SIAE inh -6, DDE Tn7 FP inh 3, PG9 binder -1.2, LEDGF integ inh 0, TDP2 inh 3 and PRMT1 FP inh -4.

Quoted from above (2 entries):
CC(NCC(c1ccco1)N1CCCCC1)C(=O)NC1CCCC1 (centres undefined) was read as mABHD4 FP -3, TCR-CD3 inh -7, UHRF1 MBD2 ctr 0, SIAE inh -4, DDE Tn7 FP inh 2, HTRA1 inhibitor 1, PG9 binder 0.4, LEDGF integ inh 0, TDP2 inh 1 and PRMT1 FP inh 3.
C=CCC1(CC=C)CCCN1Cc1nc(COc2ccccc2)no1 was read as mABHD4 FP -14, TCR-CD3 inh -3, UHRF1 MBD2 ctr 7, SIAE inh -7, DDE Tn7 FP inh -5, HTRA1 inhibitor -8, PG9 binder 1.8, LEDGF integ inh -1, TDP2 inh -14 and PRMT1 FP inh 8.

Assay outcomes (PubChem)
